Screening data: PubChem, several laboratories
ssDAF12 agonist: S. stercoralis DAF-12 activation, primary screen; HEK293 ssDAF-12/GRIP1 lit1-tk-luc reporter, luminescence; % of 3 µM dafachronic acid response; AID 652126; 370,000 tested, 1% active; activation, % at 6.8 µM;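 active = activation above the mean over all tested compounds plus 3 SD, cut at about 0.9% in these data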;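 also: 0% = DMSO-only wells and 100% = 3 µM delta7-dafachronic acid wells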
NPR2 activator: GC-B (human) receptor activation. 370,000 tested, 0.11% active. P20594. AID 1920062. activation, % at 10 µM. HEK293-GC-B cells, CNP EC30, cGMP TR-FRET; 0% at EC30 CNP, 100% saturating CNP;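 active = activation at 10 µM reaching about 35% in either raw or pattern-adjusted values, limit read from the data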
ADAM10 inh: ADAM10 inhibition, QFRET primary screen; recombinant ADAM10, EDANS/DABCYL FRET peptide cleavage, 3 h; 370,000 tested, 0.62% active; inhibition, % at 7 µM;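 active = inhibition above a per-campaign cutoff equal to the mean of compounds falling between control-based bounds plus 3 SD, cut at about 20% in these data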;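 also: 0% = DMSO wells while the 100% control is not disclosed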
Target sequence (O14672 214-748 limits assumed): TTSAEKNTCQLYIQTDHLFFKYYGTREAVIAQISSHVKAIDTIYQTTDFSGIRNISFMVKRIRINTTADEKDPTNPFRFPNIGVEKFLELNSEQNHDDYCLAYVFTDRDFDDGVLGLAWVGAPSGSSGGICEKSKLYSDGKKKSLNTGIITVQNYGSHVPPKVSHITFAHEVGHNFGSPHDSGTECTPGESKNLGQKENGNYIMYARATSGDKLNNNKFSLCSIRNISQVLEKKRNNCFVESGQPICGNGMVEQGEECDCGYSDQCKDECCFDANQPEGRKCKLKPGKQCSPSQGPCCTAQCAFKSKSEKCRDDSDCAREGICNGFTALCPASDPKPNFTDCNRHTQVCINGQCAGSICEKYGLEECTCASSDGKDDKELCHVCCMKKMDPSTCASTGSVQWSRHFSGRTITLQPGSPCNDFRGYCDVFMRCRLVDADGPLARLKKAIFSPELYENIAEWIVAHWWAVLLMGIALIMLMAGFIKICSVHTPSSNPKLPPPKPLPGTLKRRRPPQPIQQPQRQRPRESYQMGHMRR
hcDAF-12 act: activators of H. contortus DAF-12 nuclear receptor; HEK293 hcDAF-12 lit1-tk-luc reporter, luminescence; 0% DMSO, 100% Δ7-dafachronic acid; activation, % at 6.8 µM; 370,000 tested, 1.4% active; AID 652067;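 active = activation above the mean of all tested compounds plus 3 SD, cut at about 5.5% in these data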;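 also: 100% = response to 3 µM Δ7-dafachronic acid high control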
HGIII-sPLA2 inh: Blocks human group III sPLA2 activity | 370,000 tested, 0.56% active | QFRET BODIPY PC-A2 liposome hydrolysis, fluorescence | AID 743126 | inhibition, % at 12.2 µM | Q9NZ20;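 active = inhibition above mean plus 3 SD of compounds lying within the high and low control bounds, cut at about 19% in these data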;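 also: 0% = median of test compound wells and 100% = no enzyme DMSO wells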
hgDAF-12 ag: agonists of H. glycines DAF-12 nuclear receptor | HEK293 GAL4-hgDAF12 UAS-luciferase reporter, agonist luminescence; normalized to butyrate control | 370,000 tested, 1.8% active | activation, % at 6.8 µM;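 active = activation above a cutoff set at the mean of all screened compounds plus 3 SD, cut at about 10% in these data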;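 also: 0% = DMSO wells and 100% = sodium butyrate wells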
SMARCA2 act: activators of SMARCA2 function. activation, % at 9.1 µM. 370,000 tested, 1% active. AID 652017. MG213 cells, MMTV-luciferase reporter, dexamethasone, overnight; in the data active = activation above about 7.8%;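 also: 0% = vehicle wells and 100% = reference activator wells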
DAX1 inh-1: NR0B1 (DAX1) inhibition | HEK293 Gal4-DAX1 luciferase reporter, luminescence | 340,000 tested, 0.99% active | AID 504766 | inhibition, % at 6.75 µM;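 active = inhibition above the mean over all tested compounds plus 3 SD, cut at about 4.2% in these data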;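 also: 0% = DAX1-transfected cells with DMSO and 100% = empty-vector control cells with DMSO; inhibition shows as a rise in luminescence from relieved DAX1 repression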
Target sequence (P51843 207-470 limits assumed): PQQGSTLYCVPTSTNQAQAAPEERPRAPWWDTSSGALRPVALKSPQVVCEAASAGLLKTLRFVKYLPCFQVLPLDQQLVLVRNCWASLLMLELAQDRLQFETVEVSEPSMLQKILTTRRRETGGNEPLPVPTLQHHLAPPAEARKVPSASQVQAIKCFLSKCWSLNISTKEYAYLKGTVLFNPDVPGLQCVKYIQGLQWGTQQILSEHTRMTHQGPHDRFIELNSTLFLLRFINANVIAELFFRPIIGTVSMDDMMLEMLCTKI
DAX1 inh-2: inhibitors of DAX1 repression of SF-1 activated StAR promoter | HEK293T StAR-luciferase reporter, SF-1/DAX-1 repression relief | inhibition, % at 6.8 µM | 370,000 tested, 1.1% active | AID 652010;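 active = inhibition above the mean over all tested compounds plus 3 SD, cut at about 3.6% in these data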;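 also: 0% = DAX-1 cells with DMSO and 100% = cells lacking DAX-1 with DMSO; higher inhibition means more luminescence from relief of DAX-1 repression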
FXN GAA850 act: activators of GAA850 frataxin (FXN) promoter. AID 540364. 360,000 tested, 0.56% active. activation, % at 6 µM. HEK293 lucGAA850 FXN promoter luciferase reporter, 24 h; percent of 10 µM SAHA response;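 active = activation above the average of all compounds screened plus 3 SD, cutoff fixed separately per campaign, cut at about 7.5% in these data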;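 also: 0% = DMSO wells and 100% = 10 µM SAHA wells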
GC-A act: GC-A (human) enzyme activation. HEK293 GC-A cells, cGMP TR-FRET, EC30 ANP; 0% at EC30 ANP, 100% saturating ANP. activation, % at 10 µM. 370,000 tested, 0.14% active. AID 1671463; in the data active = activation above about 40%
An asterisk follows results filed as active; / = no result given.

1) c1ccc2c(-c3nn[nH]n3)cccc2c1
2) CCOc1ccc(NC(=O)c2ccccc2O)cc1
3) O=C(COC(=O)c1ccc(F)cc1F)Nc1ncccn1
4) CC1(C)CC(=O)C=C(c2cc3ccccc3s2)C1
5) COc1ccc(C(=O)Cn2c(NCCO)nc3ccccc32)cc1OC
6) Cc1cc(C)cc(C(=O)OCC(=O)NCCNC(=O)COC(=O)c2cc(C)cc(C)c2)c1
7) Clc1cc(-c2ccc(/C=N/n3cnnc3)o2)ccc1Br
8) COC(=O)c1c(NC(=O)CN2C(=O)NC3(CCC(C)CC3)C2=O)sc2c1CCC2 (centres undefined)
entry no. | 1 | 2 | 3 | 4 | 5 | 6 | 7 | 8
ssDAF12 agonist | -1.4 | 0.1 | -2.1 | -1.0 | -1.2 | -1.1 | -1.7 | -0.9
NPR2 activator | 7 | 1 | 0 | -6 | 3 | -4 | -11 | 7
ADAM10 inh | 0 | -8 | -14 | -7 | -5 | -6 | -13 | -14
hcDAF-12 act | 0.4 | 5.2 | -1.1 | -1.4 | 1.1 | 1.2 | -1.3 | 0.1
HGIII-sPLA2 inh | -1 | -6 | -5 | 4 | -6 | 4 | 1 | 5
hgDAF-12 ag | 0.4 | 12* | -2.8 | 1.9 | -1.0 | 2.0 | -0.8 | -2.8
SMARCA2 act | 2 | 5 | -4 | 4 | -3 | -2 | -1 | -3
DAX1 inh-1 | 1.1 | -1.0 | -1.9 | 0.8 | -1.2 | 0.4 | 2.0 | 0.9
DAX1 inh-2 | -0.3 | 3.1 | 0.3 | -0.4 | -0.5 | 0.1 | -0.6 | 0.7
FXN GAA850 act | -0.7 | 0.0 | 0.8 | 1.6 | -0.8 | -0.7 | 0.6 | 3.4
GC-A act | 2 | 12 | 2 | -1 | 2 | 0 | -20 | -1

9) O=C(NC(=S)NCCN1CCOCC1)c1ccccc1
10) O=C(CC(c1ccccc1)c1cc(Br)ccc1O)N1CCCC1 (centres undefined)
11) Cc1cccc(N2C(=O)CC(Sc3ccccc3C(=O)O)C2=O)c1 (centres undefined)
12) CCc1noc(C)c1C(=O)Nc1ccc(C#N)cc1
13) CCOC(=O)[C@@H]1[C@H]2COc3ccccc3[C@@H]2N2C(=O)N(c3cccc(Cl)c3)C(=O)[C@@]12C
14) Cc1[nH]n(-c2ccccc2)c(=O)c1C(=O)Nc1ccccc1
15) NNC(=O)C1CC1(c1ccccc1)c1ccccc1 (centres undefined)
16) Cc1ccc(C)c(Nc2nc(-c3cccnc3)cs2)c1
entry no. | 9 | 10 | 11 | 12 | 13 | 14 | 15 | 16
ssDAF12 agonist | -1.2 | -1.0 | -0.9 | -0.5 | -1.1 | -0.6 | -1.2 | -1.6
NPR2 activator | -3 | / | 1 | 6 | -12 | 4 | 3 | 2
ADAM10 inh | -3 | 5 | -7 | -9 | 1 | 2 | 0 | 1
hcDAF-12 act | -1.2 | -0.1 | -2.5 | 1.0 | 0.1 | 0.6 | -0.3 | 1.1
HGIII-sPLA2 inh | 7 | -17 | -2 | 1 | -7 | 0 | 0 | -7
hgDAF-12 ag | -1.4 | -1.9 | -2.3 | -0.3 | 0.2 | 1.2 | -0.6 | 6.2
SMARCA2 act | 1 | -2 | 0 | -1 | 2 | 3 | -2 | 1
DAX1 inh-1 | -1.2 | -1.7 | -1.0 | -1.1 | 0.4 | 1.9 | -1.4 | 0.1
DAX1 inh-2 | 0.0 | -1.1 | 0.1 | -0.8 | -0.3 | 0.3 | -0.6 | -0.5
FXN GAA850 act | 2.1 | -0.5 | 1.2 | 0.9 | 5.7 | 1.1 | 5.5 | 4.8
GC-A act | 4 | / | -5 | 0 | -5 | 3 | 5 | -14

Part of the list above in order of number of heavy atoms, largest number first.
14) Cc1[nH]n(-c2ccccc2)c(=O)c1C(=O)Nc1ccccc1
9) O=C(NC(=S)NCCN1CCOCC1)c1ccccc1
15) NNC(=O)C1CC1(c1ccccc1)c1ccccc1 (centres undefined)
entry no. | 14 | 9 | 15
ssDAF12 agonist | -0.6 | -1.2 | -1.2
NPR2 activator | 4 | -3 | 3
ADAM10 inh | 2 | -3 | 0
hcDAF-12 act | 0.6 | -1.2 | -0.3
HGIII-sPLA2 inh | 0 | 7 | 0
hgDAF-12 ag | 1.2 | -1.4 | -0.6
SMARCA2 act | 3 | 1 | -2
DAX1 inh-1 | 1.9 | -1.2 | -1.4
DAX1 inh-2 | 0.3 | 0.0 | -0.6
FXN GAA850 act | 1.1 | 2.1 | 5.5
GC-A act | 3 | 4 | 5

Retrieved one by one from the list above, 2 records:
15) NNC(=O)C1CC1(c1ccccc1)c1ccccc1 (centres undefined)
12) CCc1noc(C)c1C(=O)Nc1ccc(C#N)cc1
entry no. | 15 | 12
ssDAF12 agonist | -1.2 | -0.5
NPR2 activator | 3 | 6
ADAM10 inh | 0 | -9
hcDAF-12 act | -0.3 | 1.0
HGIII-sPLA2 inh | 0 | 1
hgDAF-12 ag | -0.6 | -0.3
SMARCA2 act | -2 | -1
DAX1 inh-1 | -1.4 | -1.1
DAX1 inh-2 | -0.6 | -0.8
FXN GAA850 act | 5.5 | 0.9
GC-A act | 5 | 0

Next part
17) Cc1cccc(C)c1NC(=O)c1cccnc1
18) FC(F)(F)c1ccc2c(c1)C1C=CCC1C(c1ccncc1)N2 (centres undefined)
19) O=C(N/N=C1/CC2C=CCC12)c1ccco1 (centres undefined)
20) O=C(c1ccccc1)c1cccc(NC(=O)c2ccc(Br)o2)c1
21) O=C(Nc1cccc(-c2csc(-c3ccccc3)n2)c1)c1cccs1
22) CC(C)(C)c1ccc(C(=O)OCC(=O)N2CCC(c3ccccc3)=N2)cc1
23) Cn1cc(C(=O)c2ccc(Cl)cc2Cl)cc1C(=O)N/N=C(\N)COc1ccc(F)cc1
24) Cc1nnc(Sc2cc(C(=O)NCCCN(C)Cc3ccccc3)c3ccccc3n2)s1
entry no. | 17 | 18 | 19 | 20 | 21 | 22 | 23 | 24
ssDAF12 agonist | -0.6 | -0.8 | 1.0* | -1.4 | -1.6 | -0.9 | -1.5 | -1.0
NPR2 activator | 0 | -7 | 6 | 14 | -4 | 0 | -2 | -9
ADAM10 inh | -7 | -7 | -11 | 9 | 19 | 3 | 4 | -18
hcDAF-12 act | -0.5 | -0.2 | 3.5 | -0.8 | -2.6 | -0.3 | 0.0 | -0.8
HGIII-sPLA2 inh | 1 | 3 | -7 | -5 | -24 | -9 | -1 | 0
hgDAF-12 ag | 1.3 | -3.5 | 11* | 2.8 | -3.7 | 4.4 | 0.9 | -3.8
SMARCA2 act | 0 | -2 | 8.9* | 0 | -1 | -2 | 1 | -2
DAX1 inh-1 | 1.1 | -0.6 | 2.5 | -1.4 | -0.8 | -0.4 | -1.2 | 2.2
DAX1 inh-2 | -0.3 | 0.2 | 2.5 | -1.4 | -1.2 | -0.1 | -1.1 | -0.6
FXN GAA850 act | 1.0 | 1.2 | 2.4 | 2.2 | 4.8 | 0.7 | 0.5 | 1.8
GC-A act | 2 | -4 | 2 | 6 | 2 | -2 | 7 | -18

Structures listed so far shown as hits in SMARCA2 act:
No. | molecule | ssDAF12 agonist | NPR2 activator | ADAM10 inh | hcDAF-12 act | HGIII-sPLA2 inh | SMARCA2 act | DAX1 inh-1 | DAX1 inh-2 | GC-A act
19 | O=C(N/N=C1/CC2C=CCC12)c1ccco1 (centres undefined) | 1.0* | 6 | -11 | 3.5 | -7 | 8.9* | 2.5 | 2.5 | 2
